NOD2 inhibition: NOD2 signaling inhibitors, cell-based, luminescence, uHTS, HEK293 (AID 1566); one-dose inhibition, % at 4 µM; EC50 in µM for titrated hits; 290,000 compounds, 0.63% hits; HEK293 NOD2/NF-kB luciferase reporter, luminescence; higher % means a stronger effect; note: many of its hits are not listed in these tables
AID2073: inhibitors of Mint1-CaV2.2 protein interaction, biochemical, HTRF (AID 2073); 290,000 compounds, 0.19% hits; inhibition, % at 20 µM, or IC50 in µM where a hit was titrated; HTRF protein-protein interaction, Mint1-CaV2.2; higher % means a stronger effect; in the data active = inhibition mostly above about 51%, no sharp cut-off; note: some results filed as inactive read as strong as hits
NS5 inhibitors: Dengue-2 NS5 methyltransferase inhibitors, primary screen, biochemical, confirmation dose response (AID 588689) | Dengue-2 NS5 methyltransferase capping enzyme assay, biochemical; higher % means a stronger effect | 340,000 compounds, 0.3% hits | one-dose inhibition, % at 25 µM; IC50 in µM for titrated hits; in the data active = a potency from the dose series
XIAP displacement: small molecules displacing peptide from XIAP – biochemical, IAP family, fluorescence polarization (AID 1018) | displacement, % at 20 µM; hits with a dose series show IC50 in µM | 200,000 compounds, 0.007% hits | XIAP BIR domain, fluorescence polarization peptide displacement; higher % means a stronger effect; in the data active = displacement above about 50%; note: a part of the inactive calls stands beside numbers as strong as those of hits
LYP phosphatase: inhibitors of LYP phosphatase, biochemical, fluorescence intensity, uHTS (AID 1779); recombinant LYP phosphatase, fluorescence intensity; higher % means a stronger effect; inhibition, % at 11.5 µM; hits with a dose series show IC50 in µM; 290,000 compounds, 0.054% hits;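 note: plate controls were vehicle with enzyme for no effect and no enzyme for full effect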
Lipid droplet: hepatic lipid droplet formation modulation; inhibition, % at 6.5 µM; AID 1656; AML12 mouse hepatocytes, oleate lipid droplets, BODIPY imaging; 240,000 compounds, 0.4% hits;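 active = lipid droplet intensity inhibited by at least 50%, with more than 500 cells counted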
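Technique: fluorescence imaging, 20x objective, two fields per well / Assay system: AML12 hepatocytes (mouse) / Measure: % inhibition of lipid droplet signal / Doses: 6.5 µM single-point dosing / Incubation: overnight exposure / Reagent: 100 µM oleic acid challenge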
SIAH1 antagonists: Siah-1 peptide-binding antagonists, primary screen, biochemical, fluorescence polarization, rhodamine-plectin, uHTS (AID 1817); Siah-1 / rhodamine-plectin peptide fluorescence polarization; higher % means a stronger effect; one-dose displacement, % at 20 µM; IC50 in µM for titrated hits; 290,000 compounds, 0.02% hits;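 active = displacement of at least 50% at 20 µM, with a fluorescence ratio check between 0.3 and a set limit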;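 note: plate controls were Siah plus tracer with DMSO for no effect and tracer alone without Siah for full effect; strong numbers were not always called active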
Myeloid diff 2: promotes myeloid progenitor differentiation. 360,000 compounds, 1% hits. calls only at 10 µM. ER-HoxA9 myeloid progenitors, lysozyme-GFP differentiation, flow cytometry;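 active = normalized GFP-positive differentiation at or above the plate's own cutoff, the solvent-only control mean plus 3 SD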;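 note: cells exposed to compound for four days before flow analysis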
HIV fusion peptide: inhibitors of HIV fusion peptide binding, primary screen, biochemical, uHTS, fluorescence dequenching (AID 1986) | cell-free peptide binding, fluorescence dequenching, 30 min; higher % means a stronger effect | one-dose inhibition, % at 20 µM; IC50 in µM for titrated hits | 290,000 compounds, 0.3% hits; in the data active = inhibition mostly above about 52%, no sharp cut-off; inactive = mostly below about 76%; note: some results filed as inactive read as strong as hits
Lipid droplet cells 6.5 µM: recorded beside Lipid droplet, whose call it bears; cell count; measured here: cell count, cytotoxicity flag;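 cells counted across two imaged fields per well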
NS5 inhibitors pilot replicate: also measured in NS5 inhibitors; calls as there; inhibition, %; measured here: pilot screen replicate inhibition
Myeloid diff 2 GFP+ MAC1+ %: second read-out of Myeloid diff 2, no call of its own (marks repeat the call); GFP+ MAC1+ double positive, %; measured here: differentiation confirmed by MAC1 staining
An asterisk follows results filed as active; i = inactive; / = not tested or not shown. Cut-off read from the data, not from the text of the source, unless noted: active = inhibition above about 50%; inactive = the rest. The list is partial, so the mix of outcomes need not match the whole.

SMILES	NOD2 inhibition	AID2073	NS5 inhibitors	XIAP displacement	LYP phosphatase	Lipid droplet	Lipid droplet cells 6.5 µM	SIAH1 antagonists	Myeloid diff 2	Myeloid diff 2 GFP+ MAC1+ %	HIV fusion peptide	others
COc1cccc(NC(=O)c2ccc(N3C(=O)C4CC=C(C)CC4C3=O)cc2)c1 (centres undefined)	1%	8%	-2%	/	-2%	3	807	6%	i	1.1	2.4%
CCOCCCNC(=O)C(c1ccc(Cl)cc1)N1CCN(C(=O)c2ccco2)CC1 (centres undefined)	9%	-4%	-2%	-2.8%	-2%	/	/	4%	i	0.8	-0.1%
CCOC(=O)CSC1=C(C#N)C(c2ccc(C)cc2)C(C(=O)OC)C(=O)N1 (centres undefined)	8%	-24%	-2%	-2.6%	-3%	-7	709	2%	i	1.1	0.8%
Cc1ccc(S(=O)(=O)N(CCCN2CCCC2=O)Cc2cc3c(C)ccc(C)c3[nH]c2=O)cc1	3%	2%	2%	-6.6%	-4%	/	/	-4%	i	2.5	-0.6%
c1ccc(CNc2nc3ccccc3n3cnnc23)nc1	0%	-8%	1%	0.4%	-8%	/	/	1%	i	1.3	-0.7%
COc1ccc(-n2c(Cc3cccn3C)nnc2SCC(=O)Nc2cccc(Cl)c2)cc1	/	-2%	-6%	-5.9%	9%	-31	615	-2%	i	0.7	-0.7%
O=C(Nc1ccccc1C(=O)NCc1ccco1)c1ccccc1	15%	-3%	-8%	-2.8%	-7%	0	783	0%	i	1.3	0.8%
CC1(C)Cc2ccccc2C(/C(C#N)=N/O)=N1	1%	4%	-9%	-3.6%	-6%	-8	796	9%	i	0.4	-1.7%
CC(C)CN1CCN(Cc2cccn2-c2ccc(Cl)cn2)CC1CCO (centres undefined)	6%	0%	3%	-4.7%	-8%	0	783	-1%	i	1.1	2.1%
COc1ccccc1-c1cc(C(F)(F)F)nc(N2CCN(c3ccc(F)cc3)CC2)n1	9%	6%	-5%	-4.4%	-1%	9	681	6%	i	0.2	-2.3%
CS(=O)(=O)N1CCc2cc(S(=O)(=O)N3CCCCC3)ccc21	4%	0%	-7%	-4.7%	-6%	-4	712	5%	i	0.9	-1.0%
NC(=O)C1CCN(C(=O)CC2(CC(=O)O)CCCCC2)CC1	5%	3%	2%	-1.5%	-8%	-3	776	9%	i	0.2	1.3%
CCOP(=O)(NC(c1ccccc1)c1nc2ccccc2[nH]c1=O)OCC (centres undefined)	17%	12%	-2%	/	-4%	23	835	4%	i	1.3	0.1%
Cc1cccc(CNC(=O)C2CCC(=O)N(Cc3ccccc3F)C2)n1 (centres undefined)	-3%	-6%	1%	/	1%	-6	765	-2%	i	3.6	-0.9%
COc1ccccc1NC(=O)NCCC1=CCCCC1	9%	-8%	-6%	-5.7%	-7%	27	746	-1%	i	0.7	-0.3%
O=C(Nc1ccccc1)c1ccc(-c2ccccc2Cl)o1	-78%	6%	0%	-6.7%	-2%	33	712	5%	i	2.3	-0.3%
COc1ccc(/C=C/C(=O)NC(=S)Nc2ccc(S(=O)(=O)Nc3cc(C)on3)cc2)cc1	5%	4%	18%	/	1%	-16	809	-3%	i	0.6	64%
Nc1c(C(=O)c2ccccc2)sc2nsc(SCCN3CCOCC3)c12	-92%	-18%	/	/	-1%	3	742	0%	i	0.4	2.4%
CC(=O)Nc1ccc(OCc2cccc3ccccc23)cc1	31%	12%	-6%	/	-10%	-10	850	-3%	i	1.2	-2.9%
CCCOc1ccc(-c2nc(C#N)c(N3CCN(CC)CC3)o2)cc1	20%	0%	-4%	-7.8%	-7%	/	/	-3%	i	0.5	-1.3%
O=C(CNS(=O)(=O)c1cccc(Br)c1)NCCCc1ccccc1	-25%	0%	-2%	/	-6%	-11	716	1%	i	0.7	-1.3%
CC1(C)CC(=O)C(C=NCCN2CCN(CC(=O)Nc3ccccc3)CC2)=C(O)C1	21%	2%	-1%	-3.6%	-3%	-4	703	4%	i	0.4	3.7%
COC(=O)c1ccccc1NC(=O)CSc1nnc(COc2cccc(OC)c2)n1C	4%	2%	-1%	-1.4%	-2%	/	/	4%	i	0.9	-2.2%
Cc1cc2c(cc1C)CSC(c1ccccc1OC(=O)C(C)(C)C)SC2	-1%	0%	6%	-4.6%	-5%	-9	779	-2%	i	0.9	-1.0%
Cc1ccccc1Nc1c(C)c(C)nc2ncnn12	26%	11%	-7%	/	-2%	-16	778	-4%	i	0.5	-0.9%	NS5 inhibitors pilot replicate=-5.2
Further records:
SMILES	NOD2 inhibition	AID2073	NS5 inhibitors	XIAP displacement	LYP phosphatase	Lipid droplet	Lipid droplet cells 6.5 µM	SIAH1 antagonists	Myeloid diff 2	Myeloid diff 2 GFP+ MAC1+ %	HIV fusion peptide	others
O=c1[nH]nc(Cc2ccc([N+](=O)[O-])cc2)c2ccccc12	2%	-6%	-6%	/	-4%	15	730	2%	i	0.5	-2.6%
COc1ccccc1NC(=O)CSc1nc2nc(C)cc(C)c2c(=O)[nH]1	0%	0%	-4%	-5.4%	-5%	-4	726	1%	i	1.8	-0.2%
O=C(NCc1cccnc1)C(=O)c1c[nH]c2ccccc12	6%	2%	0%	/	-9%	0	720	7%	i	2.2	2.3%
CC(=O)C(Sc1ccc2nnc(-c3ccc(C)cc3)n2n1)C(C)=O	11%	0%	0%	-5.7%	-1%	-8	628	-1%	i	1.9	-0.5%
COc1ccc(S(=O)(=O)CCC(=O)NC2CCCCC2)cc1	7%	17%	-4%	/	0%	-4	761	-2%	i	1.0	4.6%
COC(CNC(=O)C(=O)NCC1OCCN1S(=O)(=O)c1ccccc1)OC (centres undefined)	5%	11%	-4%	/	-12%	-9	619	-4%	i	0.9	-0.4%
COc1ccc(S(=O)(=O)/C(C#N)=C/Nc2cccc(F)c2)cc1	-120%	8%	-2%	/	-2%	7	816	15%	i	0.6	-0.8%
CSCCC(NC(=O)COc1ccccc1)C(=O)NCCOc1ccc(C)cc1 (centres undefined)	6%	-2%	9%	/	-5%	-10	661	-1%	i	1.3	0.9%
CCCN(CCC)CCCNC(=O)c1cn(CC)c2ccc(S(=O)(=O)N3CCc4ccccc4C3)cc2c1=O	18%	-3%	9%	-3.7%	1%	-6	689	17%	i	0.2	2.7%
CC(=O)c1ccc(NC(=S)NNC(=O)NC2CCCCC2)cc1	-15%	20%	0%	-1.8%	-3%	17	694	-4%	i	0.9	-1.9%
CCOC(=O)C1C(C(=O)NN)C1C(=O)Nc1ccccc1 (centres undefined)	-10%	-3%	5%	-8.2%	-6%	-6	648	3%	i	0.0	-0.6%
CC1=NN(C(N)=S)C(=O)C1N=Nc1ccc(C)cc1C (centres undefined)	-88%	-11%	/	-3.8%	-5%	9	729	-2%	/	/	1.9%
O=C(Nc1cc2c(cc1Br)OCCO2)c1cccnc1	-4%	2%	1%	/	-3%	6	766	-1%	i	1.2	-1.8%
CCOc1ccc(N(CC(=O)NCC2CCCO2)C(=O)CCC(=O)Nc2ccccn2)cc1 (centres undefined)	8%	38%	-1%	-4.2%	-4%	-4	747	4%	i	0.3	1.3%
CCC(C)Nc1nc(-c2ccccn2)nc2ccccc12 (centres undefined)	-64%	31%	-10%	/	-3%	/	/	-8%	i	0.8	0.5%
Oc1ccc(-c2nccc(-c3ccc(Cl)cc3Cl)n2)cc1	7%	16%	-11%	-4.1%	-2%	-8	737	10%	i	0.3	-1.0%
NC(=O)c1cnn2c1NC(c1ccc(F)cc1)CC2C(F)(F)F (centres undefined)	0%	-5%	0%	-4.4%	-2%	-3	722	-1%	i	2.8	2.9%
O=c1ccn(CCCBr)c(=O)[nH]1	-3%	17%	-4%	/	-10%	17	795	2%	i	0.5	1.1%
N#Cc1ccc(Cn2ccnc2C(=O)Nc2ccccc2)cc1	-6%	8%	-6%	-1.2%	-8%	0	706	8%	i	0.3	-1.4%

In the list so far, 9 contain an aryl methoxy group:
SMILES	NOD2 inhibition	AID2073	NS5 inhibitors	XIAP displacement	LYP phosphatase	Lipid droplet	Lipid droplet cells 6.5 µM	SIAH1 antagonists	Myeloid diff 2	Myeloid diff 2 GFP+ MAC1+ %	HIV fusion peptide	others
COc1cccc(NC(=O)c2ccc(N3C(=O)C4CC=C(C)CC4C3=O)cc2)c1 (centres undefined)	1%	8%	-2%	/	-2%	3	807	6%	i	1.1	2.4%
COc1ccc(-n2c(Cc3cccn3C)nnc2SCC(=O)Nc2cccc(Cl)c2)cc1	/	-2%	-6%	-5.9%	9%	-31	615	-2%	i	0.7	-0.7%
COc1ccccc1-c1cc(C(F)(F)F)nc(N2CCN(c3ccc(F)cc3)CC2)n1	9%	6%	-5%	-4.4%	-1%	9	681	6%	i	0.2	-2.3%
COc1ccccc1NC(=O)NCCC1=CCCCC1	9%	-8%	-6%	-5.7%	-7%	27	746	-1%	i	0.7	-0.3%
COc1ccc(/C=C/C(=O)NC(=S)Nc2ccc(S(=O)(=O)Nc3cc(C)on3)cc2)cc1	5%	4%	18%	/	1%	-16	809	-3%	i	0.6	64%
COC(=O)c1ccccc1NC(=O)CSc1nnc(COc2cccc(OC)c2)n1C	4%	2%	-1%	-1.4%	-2%	/	/	4%	i	0.9	-2.2%
COc1ccccc1NC(=O)CSc1nc2nc(C)cc(C)c2c(=O)[nH]1	0%	0%	-4%	-5.4%	-5%	-4	726	1%	i	1.8	-0.2%
COc1ccc(S(=O)(=O)CCC(=O)NC2CCCCC2)cc1	7%	17%	-4%	/	0%	-4	761	-2%	i	1.0	4.6%
COc1ccc(S(=O)(=O)/C(C#N)=C/Nc2cccc(F)c2)cc1	-120%	8%	-2%	/	-2%	7	816	15%	i	0.6	-0.8%
